STEP block: STEP phosphatase inhibitors, primary screen, biochemical, fluorescence intensity, uHTS; AID 588621, 2011; 360,000 tested, 0.25% active; inhibition, % at 20 µM; Tyrosine-protein phosphatase non-receptor type 5 (Homo sapiens), P54829; recombinant STEP, OMFP fluorogenic substrate;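 active = inhibition at 20 µM, scaled per plate between control wells, above about 37%, limit read from the data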;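 note: 0% = DMSO with enzyme and substrate and 100% = substrate only without enzyme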
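System: STEP phosphatase, cell-free reaction; Buffer or medium: Bis-Tris pH 6.0 buffer with DTT, detergent; Incubation: 20 min at room temperature, dark; Measured by: fluorescence, 480/540 nm.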
LMPTP inh: LMPTP phosphatase inhibitors, primary screen, biochemical, fluorescence intensity, uHTS; Low molecular weight phosphotyrosine protein phosphatase (Homo sapiens), P24666; recombinant LMPTP-A, OMFP fluorogenic substrate; inhibition, % at 20 µM; 360,000 tested, 0.22% active; AID 651560, 2012;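 active = compounds that cut the enzyme signal by at least half of the control window in the single-dose screen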;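 note: plate controls were DMSO wells with enzyme plus substrate for no effect and substrate without enzyme for full effect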
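Test system – LMPTP-A phosphatase enzyme · Quantity – 0.625 nM LMPTP-A final · Reagent – OMFP substrate, 400 µM final · Dosing – one test concentration per compound, 20 µM, with 3% DMSO overall · Timing – 50 min enzyme reaction at room temperature, protected from light · Detection – fluorescence intensity · Controls – substrate-only low control, DMSO enzyme-plus-substrate high control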
PABP1 MLLE inh: inhibitors of PABP1 MLLE–PAM2 peptide binding, primary screen, biochemical, fluorescence polarization, FITC-PAM2, GST-MLLE | Polyadenylate-binding protein 1 (Homo sapiens), P11940 | inhibition, % at 20 µM | 360,000 tested, 0.36% active; in the data active = inhibition above about 35%, passing the limit was not always enough;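 note: plate controls were DMSO wells with GST-MLLE for no effect and wells lacking GST-MLLE protein for full effect; some results filed as inactive read as strong as hits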
DNMT1 inh: human DNMT1 methyltransferase inhibitors, primary screen, biochemical, molecular beacon, fluorescence, HinP1I cleavage, uHTS; inhibition (reported as % activation of signal), % at 10 µM; 360,000 tested, 0.83% active; AID 588458, 2011; DNA (cytosine-5)-methyltransferase 1 (Homo sapiens), P26358; in the data active = inhibition above about 50%
CSN deneddyl inh: inhibitors of CSN-mediated cullin deneddylation, primary screen, biochemical, fluorescence polarization, uHTS; COP9 signalosome complex subunit 5 (Homo sapiens), Q92905; Purified CSN, SCF-Nedd8-OG deneddylation; inhibition, % at 12.5 µM; AID 651999, 2013; 360,000 tested, 0.38% active;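 active = pattern-corrected inhibition above about 35%, with an unprinted fluorescence ratio check between 0.5 and 1.5, limit read from the data, passing the limit was not always enough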;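 note: 0% = enzyme with substrate and 100% = substrate without enzyme; some results filed as inactive read as strong as hits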
Target sequence (Q92905 whole entry, looked up, one chain of several): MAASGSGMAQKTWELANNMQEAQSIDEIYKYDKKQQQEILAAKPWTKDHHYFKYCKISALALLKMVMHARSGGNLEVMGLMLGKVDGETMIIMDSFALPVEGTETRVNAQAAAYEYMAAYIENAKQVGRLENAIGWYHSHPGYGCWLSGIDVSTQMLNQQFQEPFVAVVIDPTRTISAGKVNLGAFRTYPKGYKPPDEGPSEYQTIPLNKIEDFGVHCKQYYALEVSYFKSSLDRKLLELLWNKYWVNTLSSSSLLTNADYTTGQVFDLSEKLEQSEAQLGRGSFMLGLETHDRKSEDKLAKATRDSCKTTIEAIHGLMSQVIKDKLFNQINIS
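Assay system: HEK293T-derived human Csn5 enzyme; quantity: 0.24 nM enzyme; medium: Tris/NaCl/DTT buffer, pH 7.5; also added: substrate SCFSkp2-Nedd8OG, 10 nM; doses: 12.5 µM compound; schedule: 90 min reaction at room temperature; signal: FP; read-out: % inhibition of substrate cleavage by Csn5; benchmarks: substrate-only high control, full reaction low control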
Rpn11 inh: Rpn11 (PSMD14) deubiquitinase inhibitors, primary screen, biochemical, fluorescence polarization, uHTS; calls only at 20 µM; 26S proteasome non-ATPase regulatory subunit 14 (Homo sapiens), O00487; human 26S proteasome, Ub4-pepOG fluorescence polarization; 20S core pre-blocked with epoxomicin; 360,000 tested, 0.59% active; AID 588493, 2011;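 active = inhibition at 20 µM, scaled to each plate's controls, above about 33%, limit read from the data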
Target sequence (O00487 whole entry, looked up): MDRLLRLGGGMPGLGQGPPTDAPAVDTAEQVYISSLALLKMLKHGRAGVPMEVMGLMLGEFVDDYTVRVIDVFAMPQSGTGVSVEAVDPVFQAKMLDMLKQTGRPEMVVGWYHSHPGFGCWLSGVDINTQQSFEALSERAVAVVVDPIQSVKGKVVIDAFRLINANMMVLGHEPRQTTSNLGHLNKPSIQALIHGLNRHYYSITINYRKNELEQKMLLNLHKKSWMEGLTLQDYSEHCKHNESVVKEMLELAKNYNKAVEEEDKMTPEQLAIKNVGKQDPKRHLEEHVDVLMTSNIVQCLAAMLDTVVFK
SUMO1-SIM PPI: modulators of SUMO1 protein-protein interactions, primary screen, biochemical, uHTS; Small ubiquitin-related modifier 1 (Homo sapiens), P63165; SUMO1 binding to a labelled peptide, TR-FRET, 1 h; inhibition, % at 20 µM; 360,000 tested, 0.33% active; in the data active = inhibition above about 37%
Target sequence (P63165 whole entry, looked up): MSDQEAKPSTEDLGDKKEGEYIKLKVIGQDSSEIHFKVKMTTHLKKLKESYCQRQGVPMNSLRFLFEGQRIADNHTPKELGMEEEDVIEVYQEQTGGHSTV
Scp1 inh: Scp-1 phosphatase inhibitors, primary screen, biochemical, colorimetric, uHTS; Carboxy-terminal domain RNA polymerase II polypeptide A small phosphatase 1 (Homo …; Recombinant Scp1, phosphopeptide, malachite green phosphate absorbance; inhibition, % at 20 µM; 340,000 tested, 0.88% active;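 active = inhibition above about 50% at 20 µM, limit read from the data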;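 note: plate controls were DMSO wells with enzyme for no effect and wells lacking enzyme for full effect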
Target sequence (Q9GZU7 76-261 limits assumed): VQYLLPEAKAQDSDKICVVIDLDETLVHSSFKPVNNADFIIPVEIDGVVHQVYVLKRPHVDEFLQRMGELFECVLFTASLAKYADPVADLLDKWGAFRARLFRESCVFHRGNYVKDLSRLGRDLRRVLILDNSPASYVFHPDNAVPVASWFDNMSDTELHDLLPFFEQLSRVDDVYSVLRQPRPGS
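Assay system: SCP-1 catalytic fragment, aa 76-261 | Buffer or medium: Tris acetate buffer pH 5.5 with MgCl2 and Tween-20 | Compound: One concentration, 20 µM, with 1.0% DMSO | Also added: Phospho 17-mer peptide substrate | Signal: Absorbance at 630 nm | Incubation: 45 min enzyme reaction at room temperature | Measure: % inhibition of SCP-1 phosphate liberation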
NadD inh: inhibitors of S. aureus NadD, primary screen, biochemical, colorimetric, uHTS; purified NadD enzyme, colorimetric absorbance read-out; inhibition, % at 20 µM; 360,000 tested, 0.78% active; in the data active = inhibition above about 26%; note: some compounds past the cut are filed as inactive
TbMetRS inhib: T. brucei MetRS inhibitors, primary screen, biochemical, luminescence | purified T. brucei MetRS, ATP depletion, Kinase-Glo luminescence | inhibition, % at 11.9 µM | 360,000 tested, 0.4% active;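 active = inhibition above a per-plate cutoff of the control wells' mean inhibition plus 3 SD, cut at about 5.5% in these data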;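 note: 0% = DMSO wells median and 100% = median of wells with control inhibitor compound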
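Dosing: 11.9 µM compound single dose, 0.9% DMSO; Assay system: purified T. brucei MetRS enzyme; Measured by: Kinase-Glo luciferase luminescence reporting remaining unconsumed ATP; Schedule: 15 min plus 2 h at 25 °C.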
An asterisk follows results filed as active. An excerpt; the hit share may differ from the screen's.

What do the screens show for `CC(C)COP(=O)(OCC(C)C)C(O)c1cccnc1` (stereo not given)?
STEP block: -1; LMPTP inh: -0.7; PABP1 MLLE inh: 6; DNMT1 inh: 1; CSN deneddyl inh: 0; Rpn11 inh: inactive; SUMO1-SIM PPI: -1; Scp1 inh: 1; NadD inh: 5; TbMetRS inhib: -0.7

Results for CCOC(=O)C1(CCOc2ccccc2)CCN(Cc2cccc(O)c2)CC1 ?
STEP block: 2; LMPTP inh: 0.1; PABP1 MLLE inh: 4; DNMT1 inh: 0; CSN deneddyl inh: 5; Rpn11 inh: inactive; SUMO1-SIM PPI: 2; Scp1 inh: -9; NadD inh: -3; TbMetRS inhib: -0.2

What do the screens show for `CN1C[C@H](CO)C=C2c3cccc4[nH]cc(c34)C[C@H]21`?
STEP block: -4; LMPTP inh: 7.1; PABP1 MLLE inh: 90; DNMT1 inh: -11; CSN deneddyl inh: -33; Rpn11 inh: inactive; SUMO1-SIM PPI: 0; Scp1 inh: -4; NadD inh: 16; TbMetRS inhib: -1.2

What do the screens show for `COCCOC(=O)C1=C(N)Oc2c(c(=O)oc3ccccc23)C1c1ccncc1` (stereo not given)?
STEP block: -2; LMPTP inh: -0.7; PABP1 MLLE inh: -7; DNMT1 inh: 0; CSN deneddyl inh: 0; Rpn11 inh: inactive; SUMO1-SIM PPI: -1; Scp1 inh: -4; NadD inh: 1; TbMetRS inhib: -0.4

What do the screens show for `C=C1C(=O)O[C@@H]2C[C@@H](C)[C@@H]3C4OC4C(=O)[C@@]3(C)[C@@H](O)[C@H]12` (stereo not given in full)?
STEP block: -4; LMPTP inh: -1.5; PABP1 MLLE inh: -2; DNMT1 inh: 8; CSN deneddyl inh: -7; Rpn11 inh: inactive; SUMO1-SIM PPI: 0; Scp1 inh: -4; NadD inh: 5; TbMetRS inhib: -0.1

How did CCC(C)C1NC(=O)C2CCCN2C(=O)C(CC(C)C)OC(=O)CCNC(=O)C(C)N(C)C(=O)C(C(C)C)N(C)C1=O (stereo not given) do in these assays?
STEP block: -3; LMPTP inh: -2.0; PABP1 MLLE inh: -2; DNMT1 inh: -2; CSN deneddyl inh: 4; Rpn11 inh: inactive; SUMO1-SIM PPI: -2; Scp1 inh: 5; NadD inh: 0; TbMetRS inhib: -0.4

Results for Cn1cccc1/C=C1\C(=O)NC(=O)N(Cc2ccccc2)C1=O ?
STEP block: -2; LMPTP inh: -0.6; PABP1 MLLE inh: -16; DNMT1 inh: 5; CSN deneddyl inh: 0; Rpn11 inh: inactive; SUMO1-SIM PPI: 0; Scp1 inh: -2; NadD inh: -1; TbMetRS inhib: 0.1

How did C[C@]12CCC3C(CC[C@H]4C[C@H](O)CC[C@]34C)C1CCC2=O (stereo not given in full) do in these assays?
STEP block: 2; LMPTP inh: 0.2; PABP1 MLLE inh: -1; DNMT1 inh: -4; CSN deneddyl inh: -3; Rpn11 inh: inactive; SUMO1-SIM PPI: -3; Scp1 inh: -12; NadD inh: -3; TbMetRS inhib: -0.1

How did Cc1cc(/C=C2\C(=O)NC(=O)N(c3cccc(F)c3)C2=O)c(C)n1-c1ccc(C(=O)O)c(Cl)c1 do in these assays?
STEP block: 19; LMPTP inh: 1.0; PABP1 MLLE inh: -2; DNMT1 inh: 60*; CSN deneddyl inh: 13; Rpn11 inh: inactive; SUMO1-SIM PPI: 1; Scp1 inh: 51*; NadD inh: -3; TbMetRS inhib: 0.4

How did C[C@]12CC[C@H](O)CC1=C([N+](=O)[O-])CC1C2CC[C@@]2(C)C1CC[C@@H]2O (stereo not given in full) do in these assays?
STEP block: 1; LMPTP inh: -2.4; PABP1 MLLE inh: 12; DNMT1 inh: 3; CSN deneddyl inh: -7; Rpn11 inh: inactive; SUMO1-SIM PPI: 3; Scp1 inh: -10; NadD inh: 4; TbMetRS inhib: -0.2

Quoted at random: two compounds from above, in no set order.
What do the screens show for `COCCOC(=O)C1=C(N)Oc2c(c(=O)oc3ccccc23)C1c1ccncc1` (stereo not given)?
STEP block: -2; LMPTP inh: -0.7; PABP1 MLLE inh: -7; DNMT1 inh: 0; CSN deneddyl inh: 0; Rpn11 inh: inactive; SUMO1-SIM PPI: -1; Scp1 inh: -4; NadD inh: 1; TbMetRS inhib: -0.4

How did C[C@]12CC[C@H](O)CC1=C([N+](=O)[O-])CC1C2CC[C@@]2(C)C1CC[C@@H]2O (stereo not given in full) do in these assays?
STEP block: 1; LMPTP inh: -2.4; PABP1 MLLE inh: 12; DNMT1 inh: 3; CSN deneddyl inh: -7; Rpn11 inh: inactive; SUMO1-SIM PPI: 3; Scp1 inh: -10; NadD inh: 4; TbMetRS inhib: -0.2

(next part)
Results for O=C1NC(=O)C(=Cc2coc3ccccc3c2=O)C(=O)N1 ?
STEP block: 1; LMPTP inh: -0.6; PABP1 MLLE inh: 23; DNMT1 inh: 0; CSN deneddyl inh: -3; Rpn11 inh: inactive; SUMO1-SIM PPI: -4; Scp1 inh: -7; NadD inh: 4; TbMetRS inhib: -0.3

How did CC(=O)O[C@@H]1[C@H]2CC[C@@H]3[C@]1(C[C@@H](OC(C)=O)[C@@]1(O)C([C@@H]4O[C@@H]4C1(C)C)[C@]3(C)O)C[C@@]2(C)O (stereo not given in full) do in these assays?
STEP block: 2; LMPTP inh: -1.4; PABP1 MLLE inh: 12; DNMT1 inh: 2; CSN deneddyl inh: -2; Rpn11 inh: inactive; SUMO1-SIM PPI: 6; Scp1 inh: -11; NadD inh: 0; TbMetRS inhib: 0.0

Results for COc1ccc(C2(C#N)CCN(C)CC2)cc1 ?
STEP block: 1; LMPTP inh: -1.5; PABP1 MLLE inh: 2; DNMT1 inh: 4; CSN deneddyl inh: -3; Rpn11 inh: inactive; SUMO1-SIM PPI: 1; Scp1 inh: -8; NadD inh: 1; TbMetRS inhib: 0.2

How did COc1ccc(CC(=O)Nc2ccc(C#N)c(Cl)c2)cc1S(=O)(=O)N1CCOCC1 do in these assays?
STEP block: 0; LMPTP inh: -1.9; PABP1 MLLE inh: 2; DNMT1 inh: -2; CSN deneddyl inh: 4; Rpn11 inh: inactive; SUMO1-SIM PPI: 7; Scp1 inh: -5; NadD inh: -6; TbMetRS inhib: -0.1

What do the screens show for `COc1ccccc1/C=N/N=C(/N)N[N+](=O)[O-]`?
STEP block: 0; LMPTP inh: -0.9; PABP1 MLLE inh: -19; DNMT1 inh: 2; CSN deneddyl inh: -7; Rpn11 inh: inactive; SUMO1-SIM PPI: 0; Scp1 inh: -14; NadD inh: -1; TbMetRS inhib: 1.3

How did N/C(=N\[N+](=O)[O-])NCCCC(NC(=O)CNC(=O)c1ccccc1)C(=O)O (stereo not given) do in these assays?
STEP block: 6; LMPTP inh: -0.5; PABP1 MLLE inh: 6; DNMT1 inh: 3; CSN deneddyl inh: -6; Rpn11 inh: inactive; SUMO1-SIM PPI: 5; Scp1 inh: -9; NadD inh: 1; TbMetRS inhib: 0.9

How did CN1CCC(n2nccc2N)CC1 do in these assays?
STEP block: -1; LMPTP inh: -8.5; PABP1 MLLE inh: 1; DNMT1 inh: 3; CSN deneddyl inh: 0; Rpn11 inh: inactive; SUMO1-SIM PPI: 43*; Scp1 inh: -6; NadD inh: -4; TbMetRS inhib: -0.4

How did CCN(CC)P(=O)(Oc1ccccc1)Oc1ccccc1 do in these assays?
STEP block: 0; LMPTP inh: 1.1; PABP1 MLLE inh: 7; DNMT1 inh: 10; CSN deneddyl inh: 2; Rpn11 inh: inactive; SUMO1-SIM PPI: 4; Scp1 inh: -8; NadD inh: 0; TbMetRS inhib: -0.3

Results for CC(=O)N1Cc2cnnn2-c2ccccc2C1(C)C#N (stereo not given) ?
STEP block: -3; LMPTP inh: -1.3; PABP1 MLLE inh: 7; DNMT1 inh: 6; CSN deneddyl inh: -4; Rpn11 inh: inactive; SUMO1-SIM PPI: -1; Scp1 inh: 0; NadD inh: 5; TbMetRS inhib: -0.5

What do the screens show for `O=C(c1ccc(Cl)cc1)C1CCCN(Cc2cccc3cccnc23)C1` (stereo not given)?
STEP block: -6; LMPTP inh: 0.5; PABP1 MLLE inh: 6; DNMT1 inh: -2; CSN deneddyl inh: 4; Rpn11 inh: inactive; SUMO1-SIM PPI: -3; Scp1 inh: -9; NadD inh: -5; TbMetRS inhib: -0.3

How did Cc1ccc(N/N=C/c2c(O)n(-c3ccccc3)c(=O)[nH]c2=O)cc1 do in these assays?
STEP block: 0; LMPTP inh: -2.3; PABP1 MLLE inh: 6; DNMT1 inh: -7; CSN deneddyl inh: 9; Rpn11 inh: inactive; SUMO1-SIM PPI: -18; Scp1 inh: -1; NadD inh: -1; TbMetRS inhib: -0.1

Results for O=C1C(Br)C2CCC1C2C(=O)O (stereo not given) ?
STEP block: -6; LMPTP inh: -0.6; PABP1 MLLE inh: -1; DNMT1 inh: 3; CSN deneddyl inh: -2; Rpn11 inh: inactive; SUMO1-SIM PPI: 5; NadD inh: -2; TbMetRS inhib: 0.1
